Bioassay records from PubChem.
HTRA1 inh: blocks human HTRA1 serine peptidase; inhibition, % at 5.96 µM; recombinant HTRA1, FP-rhodamine activity-based probe, fluorescence polarization; hit rate 0.5% among 340,000; Q92743; AID 504803; in the data active = inhibition above about 36%;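 also: 0% = enzyme with DMSO and 100% = wells lacking enzyme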
TCR-CD3 inh: inhibitors of human TCR-CD3 interaction. inhibition, % at 9.4 µM. TAMRA-labeled TCR probe fluorescence, biochemical. hit rate 0.37% among 360,000. AID 651800; in the data active = inhibition above about 19%;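 also: recombinant mutant TCR 2C K166C tagged with TAMRA read by polarization; 0% = receptor in buffer alone and 100% = receptor with positive control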
UHRF1 MBD2 ctr: blocks human UHRF1 binding to methylated DNA | inhibition, % at 4.4 µM | Q96T88 | AID 687016 | hit rate 0.75% among 370,000 | UHRF1 binding to methylated oligo, TR-FRET; in the data active = inhibition above about 21%;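 also: UHRF1 SRA domain binding a hemimethylated CpG hairpin DNA probe; 0% = median of test compound wells and 100% = reference inhibitor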
MBD2 DNA inh: MBD2-methylated oligo binding inhibition; Q9UBB5; TR-FRET, MBD2 binding to methylated oligonucleotide; inhibition, % at 4.4 µM; hit rate 0.31% among 370,000; AID 686964; in the data active = inhibition above about 13%
mABHD4 FP: inhibitors of mouse ABHD4 | Q8VD66 | purified mABHD4, FP-Rh probe fluorescence polarization | inhibition, % at 8.92 µM | hit rate 0.54% among 370,000 | AID 720543;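 active = inhibition exceeding the mean over every tested compound plus 3 SD, cut at about 30% in these data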;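 also: 0% = plate median of compound wells and 100% = S159A mutant with DMSO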
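Material: mouse ABHD4 enzyme, wild type; Benchmarks: S159A mutant high control, sample median low control; Buffer or medium: HEPES pH 7.0, NaCl, Pluronic buffer; Signal: fluorescence polarization; Read-out: percent inhibition of probe binding, normalized to plate controls; Timing: pre-incubation 45 min, probe exposure 60 min, at 25 °C; Dosing: 8.92 µM, single dose.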
NR1D1 modulator: modulates human Rev-erb alpha binding to DNA; P20393; Rev-erbα–FITC-DNA binding, fluorescence polarization, 90 min; activity, % at 10 µM; hit rate 0.79% among 370,000; AID 1259318;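 active = activity above about 14%, limit read from the data; passing the limit was not always enough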;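 also: 0% = DMSO wells with 35 nM protein and 100% = DMSO wells with 750 nM protein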
Target sequence (P20393 whole entry, looked up): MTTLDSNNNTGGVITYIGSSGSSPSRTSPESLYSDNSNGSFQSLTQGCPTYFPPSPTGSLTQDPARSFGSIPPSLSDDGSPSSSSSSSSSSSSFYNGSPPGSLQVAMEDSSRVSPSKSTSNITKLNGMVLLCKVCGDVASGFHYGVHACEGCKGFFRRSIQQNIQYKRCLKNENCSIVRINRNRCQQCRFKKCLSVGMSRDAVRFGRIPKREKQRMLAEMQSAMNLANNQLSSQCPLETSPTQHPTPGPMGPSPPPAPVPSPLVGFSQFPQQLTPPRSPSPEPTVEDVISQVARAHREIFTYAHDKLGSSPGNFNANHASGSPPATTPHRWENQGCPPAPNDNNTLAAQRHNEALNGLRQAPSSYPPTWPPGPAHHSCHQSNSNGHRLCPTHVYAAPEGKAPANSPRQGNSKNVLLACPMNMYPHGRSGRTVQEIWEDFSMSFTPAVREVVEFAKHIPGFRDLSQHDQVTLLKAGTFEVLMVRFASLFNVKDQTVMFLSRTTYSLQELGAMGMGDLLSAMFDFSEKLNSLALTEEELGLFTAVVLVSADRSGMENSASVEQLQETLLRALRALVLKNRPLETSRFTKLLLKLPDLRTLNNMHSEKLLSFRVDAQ
PG9 binder: PG9 antibody binding by small molecule; hit rate 0.43% among 360,000; TR-FRET gp120-PG9 antibody binding; inhibition, % at 6.7 µM; in the data active = inhibition above about 8.5%
rCAG binder: molecules binding r(CAG) RNA repeats; r(CAG) RNA repeat, TO-PRO-1 dye displacement fluorescence; hit rate 1.3% among 370,000; inhibition, % at 3 µM;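 active = inhibition above the plate cutoff, the mean of all test compounds on that plate plus 3 SD, cut at about 35% in these data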;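 also: 0% = DMSO alone and 100% = 100 µM mitoxantrone as full dye displacement; higher means more dye released from RNA so lower well fluorescence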
LEDGF integ inh: blocks HIV-1 LEDGF/p75-dependent DNA integration; inhibition, % at 3.7 µM; TR-FRET IN-LEDGF/p75 DNA integration, Eu/Cy5; AID 743269; hit rate 0.64% among 370,000;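 active = inhibition above the screen-wide mean plus 3 SD, cut at about 13% in these data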;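 also: signal is the Cy5 over europium emission ratio at 671 and 618 nm; 0% = plate median of compound wells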
PRMT1 FP inh: blocks human protein arginine methyltransferase 1; recombinant PRMT1, activity-based probe fluorescence polarization; hit rate 1.3% among 370,000; inhibition, % at 2.79 µM;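 active = inhibition above about 21% made by adding two undisclosed values, limit read from the data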
Target sequence (Q99873 whole entry, looked up): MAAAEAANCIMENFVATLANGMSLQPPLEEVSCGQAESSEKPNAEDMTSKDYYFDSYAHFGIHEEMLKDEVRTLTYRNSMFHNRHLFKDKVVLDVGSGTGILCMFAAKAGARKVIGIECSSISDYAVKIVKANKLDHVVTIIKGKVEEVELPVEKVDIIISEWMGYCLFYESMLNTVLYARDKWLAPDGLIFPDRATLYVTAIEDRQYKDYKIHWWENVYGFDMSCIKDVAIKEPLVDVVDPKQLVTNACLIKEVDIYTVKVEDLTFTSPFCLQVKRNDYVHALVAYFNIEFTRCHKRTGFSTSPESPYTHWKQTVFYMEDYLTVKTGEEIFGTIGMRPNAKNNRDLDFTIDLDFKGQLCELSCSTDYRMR
Numbers without * were called inactive; nt = not tested or not shown.

The line under a structure holds: LEDGF integ inh | PRMT1 FP inh | MBD2 DNA inh | UHRF1 MBD2 ctr | HTRA1 inh | NR1D1 modulator | mABHD4 FP | TCR-CD3 inh | PG9 binder | rCAG binder
- Cc1ccc(NCN2C(=O)C3C4C=CC(C4)C3C2=O)cc1 (stereo unspecified)
→ 4 | -1 | 1 | 1 | 5 | -9 | 7 | -3 | -1.7 | -1
- O=C(NC(=S)Nc1cccc(NC(=O)c2ccc(Cl)cc2Cl)c1)c1cccs1
→ 2 | -5 | 3 | -2 | -11 | 3 | -13 | 4 | 0.3 | 6
- CN(CC(=O)Nc1ccccc1Cl)C(=O)c1cc2c(s1)CCCCC2
→ 1 | 2 | 8 | 0 | -16 | 1 | 6 | -6 | 0.3 | -3
- CCC(CO)Oc1cc(NCc2ccccc2OC)c2ncn(C(C)C)c2c1 (stereo unspecified)
→ 6 | 9 | -7 | -1 | 13 | -3 | 16 | 0 | 0.0 | -3
- O=c1cc(-c2ccc(O)c(O)c2)oc2cc(O)c(C3OC(CO)C(O)C(O)C3O)c(O)c12 (stereo unspecified)
→ 46* | 0 | -7 | -4 | 7 | -8 | 14 | 11 | -4.9 | 5
- Cc1ccc(C(NC(=O)N2CCOCC2)C(Cl)(Cl)Cl)cc1F (stereo unspecified)
→ 0 | 2 | 7 | 9 | -5 | 1 | 2 | 1 | -0.7 | -3
- Cc1cc(Cl)ccc1OCCCC(=O)NCc1ccncc1
→ 0 | -3 | 3 | 1 | 0 | 1 | 2 | 5 | 0.3 | -6
- N#Cc1cc([N+](=O)[O-])ccc1NC(=O)COC(=O)CN1C(=O)C2CCCCC2C1=O (stereo unspecified)
→ -3 | -4 | -4 | -2 | 1 | 4 | 3 | 3 | -0.7 | 4
- O=C(NCC(c1cccs1)N1CCOCC1)c1ccco1 (stereo unspecified)
→ -1 | 3 | -3 | 0 | 5 | -4 | 7 | -2 | 2.3 | 0
- OC(c1ccccc1)(c1ccccc1)C1CCN(CCCNc2ccc(Cl)cc2Cl)CC1
→ -2 | 1 | 1 | -2 | nt | 5 | 16 | nt | nt | 2
- COc1ccc(NC(=O)Cn2nnc(C(N)=O)c2N)c(OC)c1
→ 2 | 2 | 2 | 4 | 3 | -3 | -8 | -1 | -0.2 | 2
- COc1ccc(F)cc1C1=CC(=O)C[C@H](c2ccc3c(c2)OCO3)C1
→ 1 | -3 | 0 | -3 | -26 | -1 | -12 | -3 | 0.0 | -5
- C=CCn1c(C)cc(C(=O)CSc2n[nH]c(N)n2)c1C
→ 9 | 0 | -2 | -4 | 1 | 1 | 4 | 3 | -1.7 | 1
- CCOC(=O)c1cc(-c2ccc(F)cc2)n(CCC(=O)NC2CCN(Cc3ccccc3)CC2)c1C
→ -3 | 0 | 5 | 2 | -18 | 3 | 6 | -2 | -1.5 | -14
- COCCCNc1ncnc2ccc(C)cc12
→ 1 | 0 | 1 | -1 | -1 | 5 | 10 | 12 | -1.4 | 1
- COCCCn1c(=O)/c(=C\c2cccc(OC)c2OC)s/c1=C(/C#N)C(=O)Nc1ccc(C(=O)O)cc1
→ -3 | 10 | -1 | 3 | -89 | -4 | -91 | -8 | -3.6 | 52*
- O=C(N/N=C/c1ccccn1)c1[nH]c2ccc([N+](=O)[O-])cc2c1-c1ccccc1
→ 2 | 0 | 4 | -5 | -5 | 4 | -24 | 3 | -1.1 | 17
- Cc1ccc(S(=O)(=O)N2CCC(=O)N([C@H](COCc3ccccc3)Cc3ccccc3)CC2)cc1
→ 5 | 3 | 11 | 20 | nt | 2 | -7 | 1 | 1.3 | 1
- COc1ccccc1Nc1nc(C)nc2c1oc1ccccc12
→ -1 | 3 | 0 | 1 | -10 | 1 | -2 | 3 | 1.9 | 7
- COCc1c(C#N)c(NCCc2ccc(F)cc2)nc(C)c1[N+](=O)[O-]
→ 1 | 1 | 0 | 0 | -6 | 3 | -10 | 3 | -1.0 | 0

Single values from the entries so far.
O=C(N/N=C/c1ccccn1)c1[nH]c2ccc([N+](=O)[O-])cc2c1-c1ccccc1 in PG9 binder is listed with -1.1
COCc1c(C#N)c(NCCc2ccc(F)cc2)nc(C)c1[N+](=O)[O-] in UHRF1 MBD2 ctr is listed with 0
CCOC(=O)c1cc(-c2ccc(F)cc2)n(CCC(=O)NC2CCN(Cc3ccccc3)CC2)c1C in rCAG binder is listed with -14

Record cards, as listed above:
C=CCn1c(C)cc(C(=O)CSc2n[nH]c(N)n2)c1C in the list: LEDGF integ inh = 9; PRMT1 FP inh = 0; MBD2 DNA inh = -2; UHRF1 MBD2 ctr = -4; HTRA1 inh = 1; NR1D1 modulator = 1; mABHD4 FP = 4; TCR-CD3 inh = 3; PG9 binder = -1.7; rCAG binder = 1
COCCCNc1ncnc2ccc(C)cc12 in the list: LEDGF integ inh = 1; PRMT1 FP inh = 0; MBD2 DNA inh = 1; UHRF1 MBD2 ctr = -1; HTRA1 inh = -1; NR1D1 modulator = 5; mABHD4 FP = 10; TCR-CD3 inh = 12; PG9 binder = -1.4; rCAG binder = 1

Pulled one by one from the entries so far (2):
The line under a structure holds: LEDGF integ inh | PRMT1 FP inh | MBD2 DNA inh | UHRF1 MBD2 ctr | HTRA1 inh | NR1D1 modulator | mABHD4 FP | TCR-CD3 inh | PG9 binder | rCAG binder
- Cc1ccc(NCN2C(=O)C3C4C=CC(C4)C3C2=O)cc1 (stereo unspecified)
→ 4 | -1 | 1 | 1 | 5 | -9 | 7 | -3 | -1.7 | -1
- CCC(CO)Oc1cc(NCc2ccccc2OC)c2ncn(C(C)C)c2c1 (stereo unspecified)
→ 6 | 9 | -7 | -1 | 13 | -3 | 16 | 0 | 0.0 | -3

Later entries
The line under a structure holds: LEDGF integ inh | PRMT1 FP inh | MBD2 DNA inh | UHRF1 MBD2 ctr | HTRA1 inh | NR1D1 modulator | mABHD4 FP | TCR-CD3 inh | PG9 binder | rCAG binder
- Cc1cccc(C)c1NC(=O)C(c1cccc2ccccc12)n1c(=O)c(-c2ccco2)nc2ccccc21 (stereo unspecified)
→ 8 | 11 | 1 | -5 | nt | -4 | -39 | -2 | 0.3 | 44*
- CN1CCN(C(=O)C(N)Cc2ccccc2)CC1 (stereo unspecified)
→ -3 | -1 | -1 | -2 | -2 | -2 | -3 | 3 | -0.7 | -3
- C[C@@H](c1ccccc1)N1C[C@@H](COCc2ccccc2)Oc2cc(N3CC[C@@H](O)C3)ccc2S1(=O)=O
→ -2 | -3 | 3 | -2 | nt | -2 | -23 | 4 | -2.0 | 8
- Cc1noc(C)c1CS(=O)(=O)c1ccc(Br)cc1
→ -4 | 2 | 0 | 6 | -9 | 0 | -8 | -4 | 0.7 | -3
- O=C(CN1C(=O)NC2(CCc3ccccc3C2)C1=O)NCc1ccco1 (stereo unspecified)
→ 2 | -2 | 1 | -1 | -4 | 1 | 2 | 8 | -0.8 | 0
- COc1cc(/C=C/C(=O)OCC(=O)Nc2ccccc2Sc2ccc(Cl)cc2)ccc1O
→ -1 | -6 | -1 | 1 | -50 | 0 | -15 | -2 | -0.2 | 11
- C[C@]12c3[nH]c4cc(-c5ccco5)ccc4c3CCN1C(=O)[C@@H](CC(=O)NCCN1CCOCC1)C[C@@H]2C(=O)N1CCOCC1
→ -2 | 0 | 2 | -1 | 3 | -4 | 4 | 7 | 1.0 | 3
- COC(=O)[C@@]1(Sc2ccc(C)cc2)CC(=O)N(c2ccc(Cl)cc2)[C@@H]1c1ccccc1
→ 2 | 0 | -4 | 0 | nt | -2 | 1 | 4 | 1.0 | 3
- CN(C)S(=O)(=O)c1cccc(C(=O)NCC2(N3CCOCC3)CCCCC2)c1
→ 2 | 2 | -2 | 0 | -3 | -4 | 3 | 1 | -1.3 | 3
- CCOC(=O)c1cc(NC(=O)CCC(=O)O)ccc1N1CCCCC1
→ 0 | 2 | -1 | 4 | 1 | -3 | -7 | -9 | -1.1 | 2
- Cc1cc(N2CCN(c3nnnn3-c3ccccc3)CC2)n2ncnc2n1
→ 1 | -1 | 1 | -1 | 4 | -3 | 10 | 3 | -0.2 | -6
- CCc1ccc(OCCNC(=O)c2ccccc2SCc2ccc(F)cc2)cc1
→ -4 | 4 | 8 | 0 | -44 | 1 | -7 | -4 | 1.6 | -3
- COc1ccccc1C(CC(=O)Nc1ccccc1C)c1ccc(OC(C)C)cc1 (stereo unspecified)
→ 1 | 0 | -1 | 2 | 6 | 5 | -7 | 7 | -1.4 | -2
- CCO[C@H]1OC(C(=O)NCc2nc3ccccc3[nH]2)=C[C@@H](c2csc3ccccc23)[C@@H]1CCCO
→ 3 | -1 | -3 | 2 | -28 | 0 | -26 | -10 | 0.9 | 1
- CC(C)N(C(=S)NCc1ccccc1)c1ccccc1
→ -6 | -2 | -4 | 3 | 5 | -1 | 3 | -3 | -2.3 | -3
- Oc1[nH]c2ccccc2c1N=Nc1ccccc1F
→ -2 | -11 | 0 | -2 | -7 | 0 | -1 | 0 | 0.6 | 7
- Cc1cccc(NC(=O)c2ccc(NS(=O)(=O)c3c(C)noc3C)cc2)c1
→ 4 | -2 | 2 | 0 | -10 | -1 | -7 | 2 | -0.6 | 12
- O=C(CCCc1c[nH]c2ccccc12)N[C@@H](Cc1c[nH]c2ccccc12)C(=O)O
→ 1 | 2 | 0 | 0 | 4 | -3 | -1 | 3 | -0.2 | 12
- CON(C)C(=O)CC1(CN(Cc2ccccc2)C(=O)OC(C)(C)C)CCCCC1
→ 1 | 1 | -9 | 0 | -16 | -4 | -2 | 3 | -1.6 | -10
- O=C(CNC(=O)c1ccccc1Br)N/N=C/c1ccccc1O
→ -1 | 3 | -3 | 1 | -1 | 4 | -4 | 4 | -1.7 | 0
- COc1ccccc1C1=NOC(Cn2c(NCCOCCO)nc3c2c(=O)n(C)c(=O)n3C)C1 (stereo unspecified)
→ 4 | 0 | 1 | 2 | nt | -9 | 2 | -3 | -3.8 | -5
- CCOC(=O)c1c(C)[nH]c(C(=O)COC(=O)COc2ccccc2C=O)c1C
→ -1 | 3 | -2 | 5 | -17 | 1 | 5 | 0 | -0.3 | 2
- CC(C)C(O)(C#CCN1CCCCC1)c1ccccc1 (stereo unspecified)
→ 0 | 1 | -1 | 6 | -10 | 4 | 3 | -4 | 1.7 | -8
- CC(C)Cc1nc(SCC(=O)Nc2ccc(S(N)(=O)=O)cc2)n[nH]1
→ 2 | 0 | 1 | -1 | 1 | -1 | -5 | 5 | -2.3 | 2
- COc1nc2ccccc2c(=O)n1OCC(C)C
→ 4 | 6 | 5 | 3 | -4 | -2 | -16 | -7 | 3.2 | -1
- COc1ccc(C2c3ccc(O)cc3Oc3ncn(Cc4ccco4)c(=N)c32)cc1OC (stereo unspecified)
→ 4 | 0 | 1 | -4 | -13 | 2 | -10 | 5 | 0.4 | 12
- CCCNC(=O)NC(=O)COC(=O)c1oc2ccc(OCC)cc2c1C
→ 0 | -4 | 1 | 0 | -8 | 11 | 3 | 4 | 0.9 | -1
- O=C(C1=C(c2ccccc2)C(=O)c2ccccc2C1=O)c1ccccc1
→ -3 | 4 | 5 | 3 | -10 | 3 | 9 | -4 | -0.9 | -1
- COc1cccc(OC)c1C(=O)Nc1ccc(S(=O)(=O)N2CCCCC2)cc1
→ -3 | -5 | -3 | 0 | -2 | 0 | -10 | -1 | -0.2 | 6

These rows are one share of the data, so the mix of outcomes need not match the whole.
